ASM inhibitor: inhibitors of human secretory acid sphingomyelinase | placental ASM, HMU-PC fluorogenic substrate, 60 min | Potency, µM (doses to about 57.5 µM), without a hit: at the top dose activity change, negative = inhibition, hits mostly inhibitors | 340,000 tested, 0.006% active | AID 504937; note: potency is the fitted concentration of half-maximal effect
Target sequence (P17405 47-631 limits assumed): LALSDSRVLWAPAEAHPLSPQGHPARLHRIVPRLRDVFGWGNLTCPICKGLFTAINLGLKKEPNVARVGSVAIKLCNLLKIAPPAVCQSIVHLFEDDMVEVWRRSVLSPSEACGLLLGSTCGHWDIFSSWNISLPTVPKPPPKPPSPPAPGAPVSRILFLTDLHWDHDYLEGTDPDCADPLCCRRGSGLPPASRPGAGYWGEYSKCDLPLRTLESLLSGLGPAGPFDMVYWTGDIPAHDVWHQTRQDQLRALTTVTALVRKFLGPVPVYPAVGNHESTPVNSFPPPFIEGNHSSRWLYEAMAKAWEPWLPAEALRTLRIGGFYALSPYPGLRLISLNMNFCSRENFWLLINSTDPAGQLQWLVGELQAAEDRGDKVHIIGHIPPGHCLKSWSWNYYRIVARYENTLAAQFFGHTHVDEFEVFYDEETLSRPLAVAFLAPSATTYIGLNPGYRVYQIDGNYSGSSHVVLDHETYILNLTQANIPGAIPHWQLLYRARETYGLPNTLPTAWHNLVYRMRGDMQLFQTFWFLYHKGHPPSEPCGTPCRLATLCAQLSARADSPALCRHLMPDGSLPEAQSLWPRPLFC
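HMU-PC0 cleavage (9 uM final) by human placental ASM, 60 min at 37 °C following 10 min compound exposure at RT; stopped at pH 10, fluorescence Ex 386/Em 447 nm.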
A-T KAP1 phos: potential ataxia-telangiectasia treatments restoring KAP-1 phosphorylation; […] A-T fibroblasts, KAP-1 phosphorylation AlphaLISA; neocarzinostatin DNA damage 30 min before lysis; Potency, µM (doses to about 57.5 µM), for inactives: at the highest dose activation, hits mostly activators; 320,000 tested, 0.19% active; AID 485349; note: potency is the fitted concentration of half-maximal effect; % of control where 0% means no effect; nearly all actives have a fitted effect of over 45% in size
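hTERT-immortalized A-T patient fibroblasts ([…]), 500 cells/well in OPTI-MEM, 1% FBS, got compounds for 60 min, then NCS for 30 min at 37C. Lysates were then assayed for phospho-KAP-1 by AlphaLISA (anti-pKAP1 donor, anti-KAP1 acceptor beads), 6 hr at 25C.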
MLL CXXC-DNA inh: blocks binding of human MLL CXXC domain to DNA; MLL-CXXC / FITC-HOXA9 DNA fluorescence polarization; Potency, µM (titrated, usually from 115 µM), for inactives: at the top dose activity change, negative = inhibition, usual class: inhibitors; AID 2662; 290,000 tested, 0.037% active; active = well fitted inhibition curve with a large enough effect in the polarisation, with a control signal flat, not every such curve was filed as active; inconclusive = small, poorly fitted or top-dose-only effect, or effect the other way, or a change in a side signal; inactive = no such curve, though single readings can be large or run the other way; the % refers to the polarisation; note: potency is the fitted concentration of half-maximal effect
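Steps: dispense CXXC domain solution (7 uM) → pin compounds or unlabeled HOX-A9 DNA control → 5 min ambient → add FLSN-HOX-A9 solution (50 nM) → spin → 30 min ambient → fluorescence polarization. Tris pH 7.5/NaCl/DTT/BSA buffer.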
Coupling enz: inhibits coupling enzyme system, counter-screen for aldolase hits; coupling enzyme system counterscreen, AmpLite Red fluorescence; activity change, negative = inhibition, % at 58.2 µM, hits read low; 290,000 tested, 0.67% active; AID 2472; in the data active = activity change below about -30%; note: % is set by controls: 0 for no effect and ±100 for the full control effect
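Coupling enzymes only (glyceraldehyde-3-phosphate) + compound, at 57.5 uM final, 10 min RT; add substrate/coupling/AmpLite Red mix, 20 min RT; fluorescence ex 525/em 598 nm. Actives flag coupling-system interference.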
Integrin act MD: activates integrin-mediated alleviation for muscular dystrophy. alpha7betagal myoblasts, beta-gal FDG fluorescence, 48 h. Potency, µM (titrated, usually from 38.3 µM), without a hit: at the top dose activation, usual class: activators. 350,000 tested, 0.064% active;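 note: potency is the fitted concentration of half-maximal effect; 100% = response of the positive control SU9516; nearly all actives have a fitted effect of over 60% in size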
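Alpha7betagal+/- myoblasts (passage 13) were plated 16-24 hr, then exposed to compounds (1:260 dilution of DMSO stock) for 48 hours at 37C. After MPER lysis, β-galactosidase reporter activity was read as FDG fluorescence (ex 480/em 540) after 30 minutes.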
GALK inhibitor: galactokinase (human) inhibition. P51570. Purified GALK, Kinase-Glo residual ATP luminescence. Potency, µM (titrated, usually from 57.5 µM), inactives show at the top dose activity change, negative = inhibition, most hits filed as inhibitors. 270,000 tested, 0.007% active. AID 1868; note: potency is the fitted concentration of half-maximal effect; % is set by controls: 0 for no effect and ±100 for the full control effect
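Quantitative HTS: GALK 5 nM, ATP 35 uM, galactose 100 uM, 1 h room temperature, then luciferase-based ATP detection.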
MBNL1 CUG block: MBNL1-poly(CUG) RNA binding inhibition. AID 2675. Potency, µM (series often up to 57.5 µM), for inactives: top-dose activity change, negative = inhibition, most hits filed as inhibitors. Q9NR56. TR-FRET MBNL1-His/biotin-(CUG)12 binding, 665/545 ratio. 280,000 tested, 0.036% active; active = well fitted inhibition curve with a large enough effect in the signal ratio, with a control signal flat, not every such curve was filed as active; inconclusive = small, poorly fitted or top-dose-only effect, or effect the other way, or a change in a side signal; inactive = no such curve, though single readings can be large or run the other way; the % refers to the signal ratio; note: potency is the fitted concentration of half-maximal effect; % is set by controls: 0 for no effect and ±100 for the full control effect
Target sequence (Q9NR56 whole entry, looked up): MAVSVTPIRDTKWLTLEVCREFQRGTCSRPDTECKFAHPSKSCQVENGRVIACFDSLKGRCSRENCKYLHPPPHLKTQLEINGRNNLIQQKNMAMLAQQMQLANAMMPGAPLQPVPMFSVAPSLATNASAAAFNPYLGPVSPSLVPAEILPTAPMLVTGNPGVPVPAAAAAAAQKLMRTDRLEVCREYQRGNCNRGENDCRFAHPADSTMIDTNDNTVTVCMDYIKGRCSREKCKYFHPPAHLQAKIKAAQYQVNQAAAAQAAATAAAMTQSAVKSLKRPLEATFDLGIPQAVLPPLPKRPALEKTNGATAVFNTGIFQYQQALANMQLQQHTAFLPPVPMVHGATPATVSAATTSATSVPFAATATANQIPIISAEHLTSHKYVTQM
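Compound titration spanned 92 nM–58 uM against the MBNL1-His/biotin-(CUG)12 complex. After 60 min at room temperature with 5 nM streptavidin-XL665 and 0.055 ng/ul terbium anti-His, ratiometric 665/545 nm emission (Ex 340 nm) normalized to controls.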
KCNH2 3.1 block: blocks the human KCNH2 3.1 channel isoform | 340,000 tested, 0.95% active | AID 720553 | activity change, % (tested at about 1.8 µM) | U2OS KCNH2 3.1, thallium flux FluxOr; active compounds read low;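 active = maximum activity change below -70%; inconclusive = maximum activity change from -70% to -50%; inactive = maximum activity change above -50%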;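 note: thallium influx rate constant from kinetic fluorescence after stimulation buffer; % is set by controls: 0 for no effect and ±100 for the full control effect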
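Normalized rate constant (relative to positive and negative DMSO controls) derived from a 2 min kinetic fluorescence read after stimulation; U2OS cells expressing the 3.1 isoform via virus at 1.77 x 10^8 /mL.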
KCNH2 WT inh: blocks the wildtype human KCNH2 potassium channel; U2OS, BacMam KCNH2, thallium flux FluxOr; active compounds read low; activity change, % at 1.84 µM; 340,000 tested, 0.37% active; AID 720551;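 active = maximum activity change below -70%; inconclusive = maximum activity change between -70% and -50%; inactive = maximum activity change above -50%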; note: % is set by controls: 0 for no effect and ±100 for the full control effect
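U2OS cells were transduced with wild-type KCNH2 virus (2.03 x 10^8 / mL) for 4 h at room temperature, then cultured overnight at 37 C. Thallium flux was read with FluxOr dye. Rate constants were normalized to DMSO controls.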
TRPV1 ag: human TRPV1 agonism. Q8NER1. TRPV1-expressing cells, Fluo-8 calcium influx, agonist mode. activation, % at 8.33 µM. 320,000 tested, 0.19% active; in the data active = activation above about 80%; inconclusive = between about 30% and that limit; note: 0% is about no effect
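Cells expressing TRPV1 were dye-loaded with Fluo-8 and read kinetically: 10 s baseline, 3 min after compound (agonist portion), then 2 min after EC20 capsaicin (allosteric enhancer portion). Calcium-bound dye fluorescence at 480/520 nm.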
The depositor's hits bear a star; ? = inconclusive; . = no result given; [ ] = dose if it differs, or a comment. Unless noted, calls come from the whole dose curve; as a rule, active = well fitted curve in the direction sought with a large enough effect; inconclusive = small, poorly fitted or top-dose-only effect, or another doubt; inactive = no such curve, though single readings can be large; an effect the other way counts as inactive or inconclusive.

SMILES	ASM inhibitor	A-T KAP1 phos	MLL CXXC-DNA inh	Coupling enz	Integrin act MD	GALK inhibitor	MBNL1 CUG block	KCNH2 3.1 block	KCNH2 WT inh	TRPV1 ag
Cc1ccc(C)c(OC2=NS(=O)(=O)c3ccccc32)c1	-1%	-3%	-14%	3	23%	3%	-12%	-13	-13	1
C[C@]12CCC3C(CC[C@H]4CC(O)CC[C@]34C)C1CC/C2=N/NC(=O)c1ccncc1 (some centres not stated)	4%	-11%	2%	0	-18%	.	-3%	1	-9	1
COc1cc(C2C(C#N)=C(C)NC3=C2C(=O)CC(C)(C)C3)ccc1OCCO (configuration not stated)	154%[activator]	-3%	0%	2	17%	8%	21%	-1	-9	0
S=C(Nc1cccc(Cl)c1)NC1CCCCC1	-3%	4%	3%	0	-46%[inhibitor]	-4%	-15%	-4	-2	19
O=C(N/N=C/c1ccc2c(c1)OCO2)c1ccc(NC(=O)c2ccccc2Cl)cc1	27%	-7%	-3%	0	0%	17%	6%	1	-2	?
O=C(c1ccc(-c2ccccc2)cc1)N1CCN(Cc2ccccn2)CC1	3%	-1%	-3%	2	-13%	2%	7%	-3	-16	14
Cc1ccccc1NC(=O)COC(=O)Cc1cccc(C(F)(F)F)c1	4%	7%	0%	-2	23%	1%	-7%	-1	-23	15
CC(=O)Nc1ccc(-c2csc(NC(=O)CCNC(=O)c3ccco3)n2)cc1	3%	-4%	.	.	8%	.	.	16	0	.
O=C(c1ccc2c(=O)n3c(nc2c1)CCCCC3)N1CCN(c2cccc(Cl)c2)CC1	-3%	-2%	0%	0	-31%	.	-5%	2	17	-1
CSc1nc2ccccc2n1CC(=O)Nc1c(C)n(C)n(-c2ccccc2)c1=O	1%	-2%	5%	1	-3%	-1%	3%	12	6	-2
COc1ccc(C2CC(=O)N(c3ccccc3)C3=C2C(=O)CCC3)cc1 (configuration not stated)	10%	?	-14%	7	22%	7%	5%	2	2	-5
COc1cccc(C(=O)Nc2cccc3ccccc23)c1OC	-3%	-7%	10%	3	8%	1%	8%	-2	-1	8

Part of the list above in a different format:
molecule,ASM inhibitor,A-T KAP1 phos,MLL CXXC-DNA inh,Coupling enz,Integrin act MD,GALK inhibitor,MBNL1 CUG block,KCNH2 3.1 block,KCNH2 WT inh,TRPV1 ag
COc1ccc(C2CC(=O)N(c3ccccc3)C3=C2C(=O)CCC3)cc1 (configuration not stated),10%,?,-14%,7,22%,7%,5%,2,2,-5
COc1cc(C2C(C#N)=C(C)NC3=C2C(=O)CC(C)(C)C3)ccc1OCCO (configuration not stated),154%[activator],-3%,0%,2,17%,8%,21%,-1,-9,0

Remaining list, next part
SMILES	ASM inhibitor	A-T KAP1 phos	MLL CXXC-DNA inh	Coupling enz	Integrin act MD	GALK inhibitor	MBNL1 CUG block	KCNH2 3.1 block	KCNH2 WT inh	TRPV1 ag
CCOC(=O)c1csc(NC(=O)c2ccc(S(=O)(=O)N3CCCC3)cc2)n1	5%	-13%	-6%	-3	8%	1%	-13%	-29	-6	3
CS(=O)c1ccccc1-c1nc(-c2ccc(Cl)cc2)no1 (configuration not stated)	-2%	7%	20%	-1	?	2%	0%	-6	-6	1
Cc1noc(C)c1CNCc1ccccc1	5%	10%	17%	4	-15%	.	-3%	-1	15	-1
COC(=O)Nc1sc2nc(C)cc(C)c2c1-n1cccc1	-2%	0%	9%	-2	18%	-8%	-4%	1	-4	6
Cc1nn(S(=O)(=O)c2ccc(F)cc2)c(C)c1S(=O)(=O)N1CCOCC1	5%	3%	62%[activator]	1	11%	-1%	-13%	-5	9	-5
COC(=O)CSc1ccc(S(=O)(=O)N2CCCCCC2)cc1[N+](=O)[O-]	1%	7%	?	1	11%	3%	?	2	13	2
COc1ccc(N2CC(O)=C(c3nc(-c4ccccc4)cs3)C2=N)cc1	2%	32%	-22%	1	-9%	0%	54%[activator]	7	2	8
COC(=O)C(NC(=O)Nc1ccccc1OC)C(C)C (configuration not stated)	3%	-2%	5%	0	11%	1%	10%	3	-1	1
COc1ccc2[nH]c(C)c(C(=O)CN3CCOCC3)c2c1	3%	-4%	-2%	-11	-2%	0%	-4%	0	2	-4
CC(=O)c1cccc(NC(=O)c2cc(=O)[nH]c3ccccc23)c1	-3%	-9%	11%	-1	10%	-2%	6%	24	-4	-1
CC(C)C[C@@H](CN)NC(=O)c1nc[nH]c1C(=O)N[C@@H](Cc1ccccc1)C(=O)CNC[C@H](C)NC(=O)c1nc[nH]c1C(=O)N[C@@H](C)C(=O)O	4%	.	.	.	6%	.	.	-8	-15	.
CC(Oc1ccc(-c2ccccc2)c(F)c1)c1ccn(S(=O)(=O)c2ccc(F)cc2)n1 (configuration not stated)	-2%	6%	3%	-4	-25%	-3%	0%	2	7	8
CN1CCN(c2c([N+](=O)[O-])cnc3ccccc23)CC1	0%	.	.	.	28%	.	.	-8	-2	.
CC(C)NC(=O)NC(=O)CSc1ncc(C(F)(F)F)cc1Cl	0%	12%	3%	1	5%	5%	2%	1	-4	21
Cc1ccc(NC(=O)Nc2nnc(-c3ccncc3)s2)cc1C	0%	1%	-12%	4	-12%	10%	10%	10	1	9
CN(Cc1ccc(Cl)cc1)C(=O)CNC(=O)C12CC3CC(CC(C3)C1)C2	4%	6%	.	.	33%	.	.	7	-22	15
Cc1cccc(NC(=O)CN(CCc2ccccc2)S(C)(=O)=O)c1	4%	0%	-14%	-3	-14%	-1%	1%	-8	-14	5
Cc1ccc(NC(=O)c2cccnc2)cc1S(=O)(=O)N1CCOCC1	8%	4%	.	.	-11%	.	.	-27	-4	-1
CC(C)(C)NC(=O)c1ccc2c(c1)CCO2	0%	8%	-5%	1	?	.	-8%	22	-1	3
Cc1ccc(C)c(N2CCN(C(=O)CSc3ccsc3[N+](=O)[O-])CC2)c1	-1%	2%	3%	1	4%	0%	?	9	0	-1
CCCCC(=O)NC(c1ccc(N(C)C)cc1)c1ccc2cccnc2c1O (configuration not stated)	-4%	-17%	-25%	-2	-19%	-5%	?	-11	-8	8
CC(C)N(Cc1nccn1C)C(=O)c1cc(COc2ccc(-n3cncn3)cc2)on1	2%	.	.	.	5%	.	.	-4	-3	.
COc1ccc2nc(N3CCN(C(=O)C4COc5ccccc5O4)CC3)sc2c1 (configuration not stated)	-28%	-4%	.	.	-6%	.	.	-3	8	19
Cn1c(=O)c(C(=O)NCCc2ccccc2)c(O)c2ccccc21	-3%	7%	5%	0	22%	-4%	-4%	8	23	-3

Part of the list above, reduced to Integrin act MD:
| Compound | Integrin act MD |
| --- | --- |
| COc1ccc(N2CC(O)=C(c3nc(-c4ccccc4)cs3)C2=N)cc1 | -9% |
| S=C(Nc1cccc(Cl)c1)NC1CCCCC1 | -46%[inhibitor] |

Other entries follow:
SMILES	ASM inhibitor	A-T KAP1 phos	MLL CXXC-DNA inh	Coupling enz	Integrin act MD	GALK inhibitor	MBNL1 CUG block	KCNH2 3.1 block	KCNH2 WT inh	TRPV1 ag
COc1ccc(CC(=O)NNC(=O)c2cc(Cl)ccc2OC)cc1	.	3%	.	.	21%	.	.	-8	0	?
O=C(NCc1ccccn1)Nc1ccccc1F	4%	13%	-12%	0	33%	3%	-1%	-11	-5	-6
NC(=O)c1cc(S(=O)(=O)NCCCc2ccccc2)cs1	-2%	-8%	3%	2	3%	-1%	-12%	5	2	2
Cc1ccc(NC(=O)Nc2cnccn2)c(C)c1	1%	6%	-4%	-1	24%	2%	-6%	26	-5	2
CCN1CCN(c2ccc(S(=O)(=O)N3CCCCC3)cc2NC(=O)c2ccccc2)CC1	0%	-6%	.	.	-5%	.	.	7	13	2
O=C(NCCc1c[nH]c2ccccc12)/C(=C\c1cccnc1)NC(=O)c1ccco1	-2%	0%	-7%	1	-1%	0%	.	1	0	-1
Cc1ccc(SCc2c(-c3ccccc3)nn(C)c2Cl)cc1	-10%	.	11%	0	6%	3%	-15%	-20	-9	8
NC(=O)CSc1nnc(-c2ccccc2Br)n1-c1cccc(C(F)(F)F)c1	3%	3%	8%	-10	9%	1%	.	6	1	-5
COc1cc(OC)cc(C(=O)NNC(=O)CCc2ccccc2)c1	0%	-3%	2%	5	-8%	5%	11%	4	-31	-2
COc1ccc(Cl)cc1NC(=O)CN(C)CC(=O)Nc1ccccc1N1CCOCC1	-2%	1%	3%	5	-15%	8%	-5%	4	-1	8
